Screens (PubChem)
RECQ1 helicase: qHTS Assay for Inhibitors of RecQ-Like Dna Helicase 1 (RECQ1); Potency, µM (doses to about 57.3 µM), for the others: top-dose activity, negative = inhibition, usual class: inhibitors; RECQ1 DNA unwinding, red fluorescence kinetic read; ATP-dependent DNA helicase Q1 (Homo sapiens), P46063; 0.54% of 240,000 active;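 further: plate controls were vehicle for no effect and no enzyme for full effect; nearly all actives have a fitted effect of over 30% in size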
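50 nM RECQ1T1 preincubated 15 min with compound in Tris pH 8.0 buffer with MgCl2, DTT, Tween-20 and 2.5 ug/ml poly(dI-dC); started with 200 nM TAMRA/BHQ-2 forked duplex and 2 mM ATP. Unwinding read as fluorescence (525/598 nm), two reads 2 h apart.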
TexasRed fluor: Total Fluorescence Counterscreen for Inhibitors of the Interaction of Thyroid Hormone Receptor and Steroid Receptor Coregulator 2. 0.29% of 280,000 active. Potency, µM (top dose mostly 106 µM), for inactives: at the highest dose fluorescence change, negative = quenching. TRb/SRC2 Texas Red total fluorescence interference. AID 1479, 2009; active means well fitted curve in either direction with a large enough effect; inconclusive means small, poorly fitted or top-dose-only effect
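Human TRb ligand-binding domain at 0.6 uM with 20 nM Texas Red SRC2 peptide in Tris buffer containing 1 uM T3 and 5% DMSO, incubated with compound 5 h at ambient temperature. Total fluorescence (555/632 nm) calculated as parallel + 2 × perpendicular.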
Tau fibril ThT: qHTS for Inhibitors of Tau Fibril Formation, Thioflavin T Binding | recombinant tau K18 P301L (four-repeat tau fragment), heparin-induced fibrillization, ThT fluorescence | Potency, µM (highest dose often 57.4 µM), for the others: at the highest dose activity, negative = inhibition, most hits filed as inhibitors | 2.1% of 270,000 active | AID 1460, 2008; further: nearly all actives have a fitted effect of over 55% in size
Target sequence (P10636 561-689 P618L limits assumed): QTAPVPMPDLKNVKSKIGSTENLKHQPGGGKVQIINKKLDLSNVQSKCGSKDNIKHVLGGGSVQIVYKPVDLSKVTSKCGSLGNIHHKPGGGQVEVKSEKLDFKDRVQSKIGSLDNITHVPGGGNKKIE
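K18 P301L tau (15 uM + 0.24 uM Alexa 594-tagged), heparin 20 uM, NaOAc pH 7, 6 h 37 C; ThT 30 uM, 1 h RT, ex 450/em 510 nm.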
RGS12 GoLoco inh: qHTS Assay for Inhibitors of RGS12 GoLoco Motif Activity (Red Fluorophore); Guanine nucleotide-binding protein G(i) subunit alpha-1 (Homo sapiens), P63096; Gai1:RGS12 GoLoco peptide FP, rhodamine, 10 min; Potency, µM (highest dose often 61.6 µM), for the others: at the highest dose activity, negative = inhibition, hits mostly inhibitors; 0.44% of 230,000 active; active means well fitted inhibition curve with a large enough effect, not every such curve was filed as active; inactive means no such curve, though single readings can be large or run the other way; further: nearly all actives have a fitted effect of over 30% in size; many of its hits are not listed in these tables
Target sequence (P63096 whole entry, looked up): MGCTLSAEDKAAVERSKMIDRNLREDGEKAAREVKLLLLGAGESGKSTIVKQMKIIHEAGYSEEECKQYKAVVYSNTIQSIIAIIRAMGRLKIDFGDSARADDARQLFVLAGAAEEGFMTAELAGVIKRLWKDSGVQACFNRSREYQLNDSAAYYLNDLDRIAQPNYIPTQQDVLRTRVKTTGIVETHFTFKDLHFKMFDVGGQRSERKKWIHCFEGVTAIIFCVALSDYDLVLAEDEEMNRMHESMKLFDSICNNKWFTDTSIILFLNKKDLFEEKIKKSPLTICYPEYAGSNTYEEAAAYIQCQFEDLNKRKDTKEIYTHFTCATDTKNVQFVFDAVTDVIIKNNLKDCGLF
KDM4E inh: qHTS Assay for Inhibitors of Human Jumonji Domain Containing 2E (JMJD2E); Lysine-specific demethylase 4E (Homo sapiens), B2RXH2; JMJD2E catalytic domain, FDH-coupled NADH fluorescence (FDH is formaldehyde dehydrogenase); Potency, µM (series often up to 57.1 µM), inactives show top-dose activity change, negative = inhibition, most hits filed as inhibitors; 1.6% of 230,000 active; AID 2147, 2009; active means well fitted inhibition curve with a large enough effect, not every such curve was filed as active; inconclusive means small, poorly fitted or top-dose-only effect, or another doubt; inactive means no such curve, though single readings can be large or run the other way;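 further: 0% = wells with enzyme and -100% = buffer wells without enzyme; nearly all actives have a fitted effect of over 50% in size; many of its hits are not listed in these tables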
Target sequence (B2RXH2 1-337 limits assumed): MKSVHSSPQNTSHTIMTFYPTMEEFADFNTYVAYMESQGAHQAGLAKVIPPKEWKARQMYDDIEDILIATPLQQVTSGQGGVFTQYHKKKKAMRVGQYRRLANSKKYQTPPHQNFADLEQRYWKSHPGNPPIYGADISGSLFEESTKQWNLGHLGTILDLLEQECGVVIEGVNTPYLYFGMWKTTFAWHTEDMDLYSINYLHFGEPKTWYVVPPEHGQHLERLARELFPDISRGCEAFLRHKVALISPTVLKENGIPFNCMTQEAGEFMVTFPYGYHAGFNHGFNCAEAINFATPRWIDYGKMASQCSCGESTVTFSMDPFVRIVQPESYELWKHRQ
L3MBTL1 block: qHTS Assay for the Inhibitors of L3MBTL1. Lethal(3)malignant brain tumor-like protein 1 (Homo sapiens), Q9Y468. AlphaScreen L3MBTL1–H3K9me1 peptide binding. Potency, µM (doses to about 57.1 µM), for inactives: at the top dose activity, negative = inhibition, hits mostly inhibitors. 0.66% of 230,000 active. AID 485360, 2010; further: nearly all actives have a fitted effect of over 60% in size
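AlphaScreen proximity signal between nickel-chelate acceptor and streptavidin donor beads (final 10 ug/mL) reports binding of 50 nM L3MBTL1 to 75 nM biotin-H3 K9me1 peptide; complex incubated with compounds 30 min at room temperature; cefsulodin titration as control.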
Tau FP inhib: qHTS for Inhibitors of Tau Fibril Formation, Fluorescence Polarization; AID 1468, 2008; Potency, µM (doses to about 57.7 µM), for inactives: at the top dose activity, negative = inhibition, hits mostly inhibitors; Microtubule-associated protein tau (Homo sapiens), P10636; 0.39% of 280,000 active; K18 P301L tau heparin fibrillization, Alexa594 FP, 6 h; further: nearly all actives have a fitted effect of over 55% in size
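K18 P301L tau (15 uM unlabeled/0.24 uM Alexa 594-labeled, final) + compound + heparin 20 uM final; 100 mM NaOAc pH 7; 6 hr 37 C; ThT 30 uM final added, 1 hr RT; FP ex 555/em 632 nm.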
TRb-SRC2 inh: qHTS for Inhibitors of the Interaction of Thyroid Hormone Receptor and Steroid Receptor Coregulator 2. TRbeta-SRC2 peptide binding, fluorescence polarization; receptor liganded with 1 µM T3. Potency, µM (series often up to 106 µM), inactives show top-dose activity change, negative = inhibition, most hits filed as inhibitors. 0.065% of 280,000 active;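 further: plate controls were bound peptide for no effect and peptide without receptor for full effect; nearly all actives have a fitted effect of over 50% in size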
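Fluorescence polarization of 20 nM Texas Red SRC2 peptide with 0.6 uM human TRb ligand-binding domain, in Tris buffer with 1uM T3 and 5% DMSO. Incubated 5 hr ambient; normalized to unbound and bound controls.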
An asterisk follows results filed as active; i = inactive; ? = inconclusive; nt = not tested or not shown; & = joins results of further samples; [ ] = dose if it differs, or a comment. Unless noted, the call rests on the fitted dose curve; in most records, active means well fitted curve in the direction sought with a large enough effect; inconclusive means small, poorly fitted or top-dose-only effect, or another doubt; inactive means no such curve, though single readings can be large; an effect the other way counts as inactive or inconclusive. Unless noted, on the % scale 0 is the no-effect control and ±100 the full control effect; potency means the concentration at half of the fitted maximal effect. These rows are one share of the data, so the mix of outcomes need not match the whole.

SMILES	RECQ1 helicase	TexasRed fluor	Tau fibril ThT	RGS12 GoLoco inh	KDM4E inh	L3MBTL1 block	Tau FP inhib	TRb-SRC2 inh
CCOC(=O)c1nnc(-c2ccc(C)cc2)nc1N1CCSCC1	-7%	1%	-13%	15%	2%	-17%	-4%	0%
CC(C)(C)S(=O)(=O)c1cnc(N2CCCC2)nc1N	-7%	2%	-10%	-15%	-3%	-11%	-5%	12%
Cc1ccc(CNC(=O)c2nc(SCc3ccc(F)cc3)ncc2Cl)cc1	nt	-1%	12%	nt	nt	nt	-1%	-7%
CCn1nnnc1-c1ccc(OC)c(S(=O)(=O)Nc2ccc(C)c(C)c2)c1	i	-1%	-3%	10%	-2%	nt	-10%	-23%
COc1cccc(C2=NN(C(=O)c3ccc(C)o3)C(O)(C(F)(F)F)C2)c1 (centres undefined)	-4%	1%	10%	220%[activator]	0%	-7%	5%	6%
CCn1c(SCC(=O)NC2CCCc3ccccc32)nnc1-c1cccs1 (centres undefined)	1%	0%	-1%	6%	2%	0%	8%	-9%
Cc1nnc(SCc2cc(=O)[nH]c(=S)[nH]2)s1	i	-2%	-3%	7%	-15%	4%	-13%	4%
COc1ccc(-c2cc(C(=O)OCC(=O)NC(C)(C)C)c3ccccc3n2)cc1	-9%	-4%	-7%	7%	?	108%[activator]	?	-1%
Cc1sc2c(c1C)c(=O)n(-c1ccc(Cl)cc1)c(=O)n2Cc1cc(=O)n2cc(Br)ccc2n1	nt	-1%	-8%	nt	nt	nt	-10%	-4%
Cc1ccc2c(c1)C(O)(CC(=O)c1cccnc1)C(=O)N2 (centres undefined)	1%	0%	-10%	4%	6%	nt	-1%	1%
CCOCCn1c(N2CCN(c3ccc(OC)cc3)CC2)nc2c1c(=O)n(C)c(=O)n2C	-5%	-6%	-2%	0%	-2%	-3%	5%	-1%
O=C(CC1(O)C(=O)Nc2cc(Cl)cc(Cl)c21)c1ccccc1O (centres undefined)	-2%	-1%	?	-10%	0%	-5%	-3%	15%
CN(C(=O)c1ccc(NC(=O)C2CC=CCC2C(=O)O)cc1)c1ccccc1 (centres undefined)	i	-4%	-10%	4%	-2%	nt	-3%	-1%
CCOC(=O)/C=C1\SCC(=O)N1CC(=O)NC(c1ccccc1)c1ccccc1	-4%	-1%	-1%	4%	2%	7%	4%	3%
CSc1ccc(CNC(=O)c2sc3ncnc(N(C)C4CCCCC4)c3c2C)cc1	nt	0%	?	nt	nt	nt	-8%	3%

Of the compounds above, these contain a carbonyl joined to an NH by a bond outside any ring.
SMILES	RECQ1 helicase	TexasRed fluor	Tau fibril ThT	RGS12 GoLoco inh	KDM4E inh	L3MBTL1 block	Tau FP inhib	TRb-SRC2 inh
Cc1ccc(CNC(=O)c2nc(SCc3ccc(F)cc3)ncc2Cl)cc1	nt	-1%	12%	nt	nt	nt	-1%	-7%
CCn1c(SCC(=O)NC2CCCc3ccccc32)nnc1-c1cccs1 (centres undefined)	1%	0%	-1%	6%	2%	0%	8%	-9%
COc1ccc(-c2cc(C(=O)OCC(=O)NC(C)(C)C)c3ccccc3n2)cc1	-9%	-4%	-7%	7%	?	108%[activator]	?	-1%
CN(C(=O)c1ccc(NC(=O)C2CC=CCC2C(=O)O)cc1)c1ccccc1 (centres undefined)	i	-4%	-10%	4%	-2%	nt	-3%	-1%
CCOC(=O)/C=C1\SCC(=O)N1CC(=O)NC(c1ccccc1)c1ccccc1	-4%	-1%	-1%	4%	2%	7%	4%	3%
CSc1ccc(CNC(=O)c2sc3ncnc(N(C)C4CCCCC4)c3c2C)cc1	nt	0%	?	nt	nt	nt	-8%	3%

Later entries.
SMILES	RECQ1 helicase	TexasRed fluor	Tau fibril ThT	RGS12 GoLoco inh	KDM4E inh	L3MBTL1 block	Tau FP inhib	TRb-SRC2 inh
COc1ccc(N2CCC(CNC(=S)Nc3cccc(OC)c3)C2)cc1 (centres undefined)	-11%	2%	?	12%	-2%	-27%	13%	4%
COC(=O)c1ccc(-c2ccc(CNCC(O)c3ccccc3)o2)cc1 (centres undefined)	-6%	2%	-1%	11%	?	-3%	1%	1%
Cn1cccc1C(=O)NC(=O)COC(=O)c1ccc(O)cc1	14%	-5%	?	11%	-24%	nt	-2%	-22%
COc1cccc(-n2c(SCC(=O)c3ccc(Cl)cc3)nc3c([nH]c4ccccc43)c2=O)c1	nt	-27%	5%	nt	nt	nt	0%	8%
O=C(Cc1ccccc1)Nc1cc([N+](=O)[O-])ccc1N1CCOCC1	i	-2%	4%	4%	18%	3%	-1%	-3%
CCn1c(NC(=O)c2nn(C)cc2Br)nc2ccccc21	-4%	-3%	-5%	6%	-1%	-11%	3%	6%
Cc1occc1-c1nnc(SCC(=O)Nc2nccs2)n1CCc1ccccc1	-2%	0%	-9%	6%	1%	nt	11%	4%
COc1ccccc1CNC(=O)c1ccc2nc(-c3ccccc3)c(-c3ccccc3)nc2c1	nt	-1%	-1%	nt	nt	nt	-7%	5%
Cc1cccc(N2CCN(C(=O)Cn3c(=O)c4cccn4c4ccc(F)cc43)CC2)c1C	nt	-3%	-8%	nt	nt	nt	-5%	1%
CON(C)c1nc(Oc2ccc(=O)[nH]n2)nc(N(C)C)n1	-9%	-2%	4%	-19%	-12%	nt	1%	-9%
CCCCNC(=O)c1c(N)n(/N=C/c2ccccn2)c2nc3ccccc3nc12	i	2%	-17%	8%	-4%	-8%	-3%	1%
Cc1ccc(NC(=O)Cn2cc(S(=O)(=O)c3ccc(F)cc3)c(=O)c3cc4c(cc32)OCO4)cc1	nt	-1%	6%	nt	nt	nt	6%	-11%
CCNC(=O)CN(c1ccc(OC)c(OC)c1)S(=O)(=O)c1ccccc1	1%	-3%	-1%	-2%	8%	nt	-1%	2%
Cc1ccccc1NC(=O)CN1C(=O)N/C(=C\c2ccc(N3CCOCC3)c(F)c2)C1=O	2%	-1%	-10%	2%	?	13%	1%	0%
CCOC(=O)COc1ccc(Oc2nc(C)cc(OC)n2)nn1	-2%	4%	-7%	-30%	-2%	5%	2%	4%
CC(=O)C1C(c2ccncc2)NC(=O)NC1(O)C(F)(F)F (centres undefined)	-3%	-1%	-8%	-3%	5%	9%[11.4 µM]	-10%	6%
CC[C@@]1([C@@H]2O[C@@H]([C@H]3O[C@@](O)(CO)[C@H](C)C[C@@H]3C)C[C@@H]2C)CC[C@H]([C@]2(C)CC[C@]3(C[C@H](O)[C@@H](C)[C@@H]([C@@H](C)[C@@H](OC)C(C)C(=O)O)O3)O2)O1 (some centres undefined)	i	-21%	-3%	5%	nt	nt	?	0%
COc1ccc(NC(=O)CNS(=O)(=O)c2cccs2)c(OC)c1	i	-5%&-6%	-7%&-4%	-7%	-1%	nt	2%&-1%	1%&5%
O=[N+]([O-])C(/C=C(\Cl)[N+](=O)[O-])=C(N1CCCCC1)N1CCCCC1	-13%	-2%	?	4%	-8%	nt	2%	-5%
COC(=O)c1cn(CC(=O)NC2CCCCC2)c2ccccc12	-14%	1%	-3%	10%	7%	4%	8%	-8%
CN(C)S(=O)(=O)c1cccc(NC(=O)CSc2nncn2-c2ccccc2)c1	-3%	1%	-1%	3%	-2%	-3%	1%	-6%
Cc1ccc(SCC(=O)NCc2ccc(F)cc2)cc1	-1%	-1%	-3%	-1%	-9%	2%	-4%	1%
CCc1cc2c(=O)n(Cc3ccccc3)c(SC3CCOC3=O)nc2s1 (centres undefined)	-2%	0%	-13%	8%	-3%	nt	1%	0%
CCCc1nc(SC)[nH]c(=O)c1C	i	-3%	0%	9%	3%	-3%	-4%	-8%
CCN(CC)S(=O)(=O)c1cccc(NC(=O)COC(=O)/C=C/c2cccs2)c1	0%	0%	-23%	4%	-16%	-19%	?	7%
COCCCn1c(SCc2cccc(OC)c2)nc2cc(OC)c(OC)cc2c1=N	i	1%	-16%	14%	?	-1%	9%	6%
CCOc1ccc2nc(/N=C/c3nc(-c4ccc(Br)cc4)oc3O)sc2c1	-1%	-8%	?	34%[activator]	?	-6%	7%	6%
Cc1ccc2c(c1)CCCN2C(=O)Nc1ccc2c(c1)OCO2	-5%	-5%	?	-8%	?	nt	7%	-7%
Cc1ccc(C(=O)Nc2ccc(N3CCOCC3)nc2N2CCOCC2)cc1	-12%	-1%	-10%	-14%	?	-4%	10%	-2%
